Screens from PubChem.
Ecoli WT expand = E. coli BW25113 growth inhibition, expanded screen; OD600 absorbance; growth inhibition, % at 100 µM; 98,000 compounds, 0.15% hits; AID 710;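 active = growth inhibition above about 50% at one test dose, limit read from the data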;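 also: growth measured after 20 h incubation at 37 °C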
EphB4 antag = EphB4-ephrin-B2 interaction antagonism. EphB4 LBD / TNYL-RAW-Alexa532 peptide, fluorescence polarization. inhibition, % at 7 µM. 97,000 compounds, 0.15% hits;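 active = inhibition above the screen-wide mean inhibition plus 3 SD, cut at about 15% in these data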;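 also: 0% = DMSO wells and 100% = excess unlabeled TNYL-RAW peptide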
CYP2C19 inh = blocks human cytochrome P450 2C19. P33261. CYP2C19 Supersomes, luciferin-H EGE luminescence, 30 min. inhibition, % at 5 µM. 96,000 compounds, 21% hits. AID 778;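 active = CYP2C19 inhibition above a set limit at 5 µM in the primary screen, cut at about 50% in these data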;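 also: plate controls were negative control wells for no effect and 2.5 mM tranylcypromine positive control for full effect; values of inactives mirror those of a sister screen read the other way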
Target sequence (P33261 whole entry, looked up): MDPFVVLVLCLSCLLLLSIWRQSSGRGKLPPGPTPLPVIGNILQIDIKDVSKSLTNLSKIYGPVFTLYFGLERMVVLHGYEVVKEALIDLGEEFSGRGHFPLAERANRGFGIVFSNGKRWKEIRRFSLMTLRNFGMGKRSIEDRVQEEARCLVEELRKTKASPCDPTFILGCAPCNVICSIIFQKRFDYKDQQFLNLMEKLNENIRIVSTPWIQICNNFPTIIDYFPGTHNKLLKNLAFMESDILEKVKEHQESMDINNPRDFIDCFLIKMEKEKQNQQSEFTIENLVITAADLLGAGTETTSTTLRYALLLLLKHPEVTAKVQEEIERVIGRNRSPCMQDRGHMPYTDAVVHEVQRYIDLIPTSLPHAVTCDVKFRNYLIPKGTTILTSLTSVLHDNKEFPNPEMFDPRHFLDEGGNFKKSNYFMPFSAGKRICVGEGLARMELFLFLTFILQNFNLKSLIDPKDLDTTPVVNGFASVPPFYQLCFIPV
CYP2C9 activ = activators of human CYP2C9; P11712; recombinant CYP2C9, luciferin-H conversion, luminescence; hits give high values; factor 1 = untreated enzyme, 0 = blocked; activation factor at 5 µM; 96,000 compounds, 1.4% hits; AID 1024;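 active = activation factor of 2 or more for CYP2C9 at a 5 µM dose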;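 also: 0 = sulfaphenazole-blocked wells and 1 = vehicle-only wells; values of inactives mirror those of a sister screen read the other way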
Target sequence (P11712 whole entry, looked up): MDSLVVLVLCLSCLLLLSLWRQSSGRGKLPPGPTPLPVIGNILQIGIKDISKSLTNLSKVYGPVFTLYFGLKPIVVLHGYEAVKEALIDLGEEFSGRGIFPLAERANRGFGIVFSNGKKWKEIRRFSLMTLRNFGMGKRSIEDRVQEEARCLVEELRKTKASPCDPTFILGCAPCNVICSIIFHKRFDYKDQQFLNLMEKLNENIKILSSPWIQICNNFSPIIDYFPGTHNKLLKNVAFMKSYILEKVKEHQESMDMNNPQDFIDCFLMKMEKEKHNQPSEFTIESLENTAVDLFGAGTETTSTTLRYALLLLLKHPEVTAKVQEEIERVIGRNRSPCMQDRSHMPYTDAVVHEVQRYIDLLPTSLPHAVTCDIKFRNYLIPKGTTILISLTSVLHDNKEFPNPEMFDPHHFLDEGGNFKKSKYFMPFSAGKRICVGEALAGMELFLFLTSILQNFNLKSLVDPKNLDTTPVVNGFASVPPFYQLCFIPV
Pyk2 oligo antag = antagonists of human Pyk2 oligomerization | Q14289 | Q293 cells, Pyk2 FERM NanoBiT luminescence; hits give low values | z-score (the deposit names both 25 µM and 10 µM) | 99,000 compounds, 0.83% hits;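 active = Z-score of -3 or lower, scaled per plate to the spread of control and sample wells; inactive = z-score above -3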;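 also: negative z-score means lost luminescence so less FERM oligomerization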
PLAP act = activates human placental alkaline phosphatase; P05187; purified PLAP enzyme, luminescent substrate read-out; hits give high values; activation fold at 20 µM; 96,000 compounds, 1.2% hits; AID 696; in the data active = activation fold above about 2
PostGolgi yeast = growth inhibition of a yeast mutant, post-Golgi transport screen. inhibition, % at 10 µM. 98,000 compounds, 0.9% hits. post-Golgi transport phenotypic cell assay; in the data active = inhibition above about 30%;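 also: yeast cells grown in 1536-well plates; yeast grown about 18 h at 30C before absorbance read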
CYP2C9 inh = blocks human cytochrome P450 2C9 | CYP2C9 Supersomes, luciferin-H conversion, luminescence | inhibition, % at 5 µM | 96,000 compounds, 20% hits;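 active = blocking of liver enzyme CYP2C9 beyond about 50% at 5 µM, limit read from the data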; also: values of inactives mirror those of a sister screen read the other way
CYP2C19 act = activators of human cytochrome P450 2C19; 96,000 tested, under 10 active; activation factor at 5 µM; AID 1025; P33261; recombinant CYP2C19, luciferin-H EGE luminescence; hits give high values; 0 = fully inhibited enzyme, 1 = untreated enzyme;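 active = activation factor of at least 2 at 5 µM in the primary screen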;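 also: 0 = wells with 2.5 mM tranylcypromine and 1 = vehicle-only wells; values of inactives mirror those of a sister screen read the other way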
An asterisk follows results filed as active; · = not tested or not shown.

no.	mol	CYP2C9 inh	CYP2C9 activ	EphB4 antag	Pyk2 oligo antag	CYP2C19 inh	PostGolgi yeast	PLAP act	Ecoli WT expand	CYP2C19 act
1	COC(=O)CC1NC2CCCCC2NC1=O (stereo not drawn)	-8	1.1	-7	-0.36	-10	1	1.3	6	1.1
2	C=Cn1c(P(=S)(N2CCOCC2)N2CCOCC2)cc2c1CCCC2	8	0.9	-2	0.58	34	-10	1.5	-5	0.7
3	N=c1c[n+](CC23CC4CC(CC(C4)C2)C3)[n-]o1	27	0.7	-12	-0.08	-8	-14	1	14	1.1
4	Cc1nn(Cc2ccccc2)c(C)c1C(=O)OCC(=O)NCc1ccco1	70*	0.3	4	-0.59	60*	-2	1.6	-5	0.4
5	CN1CCc2nc3ccc(F)cc3c(C(N)=O)c2C1	0	1	-2	0.45	-9	-2	1	0	1.1
6	Cc1cc2c(s1)NC(=O)CN=C2c1cccs1	41	0.6	0	-0.93	50*	-1	1.1	1	0.5
7	COC(=O)CC1=C(C(=O)OC)C2(C(=O)Nc3c(C)cccc32)C(C#N)=C(N)O1 (stereo not drawn)	1	1	-7	-0.45	-6	-11	1.3	5	1.1
8	Oc1c(Br)cc(Br)cc1CN1CCN(Cc2ccccc2)CC1	39	0.6	2	-0.91	74*	0	2*	-12	0.3
9	CC(=O)NC1CC2CCC(C1)N2 (stereo not drawn)	-8	1.1	0	1	5	9	1.1	-7	0.9
10	CCC(C)NC(=O)c1c(N)n(CC2CCCO2)c2nc3ccccc3nc12 (stereo not drawn)	31	0.7	·	-0.19	20	0	2*	-16	0.8
11	CC(C)Oc1ccc(C2C(C#N)=C(N)Oc3c2c(=O)oc2ccccc32)cc1 (stereo not drawn)	90*	0.1	-4	-2.1	-4	-3	1.1	9	1
12	C=CCn1c(O)c(C(CC)=Nc2cc(OC)ccc2OC)c(=O)[nH]c1=O	90*	0.1	-1	-0.04	79*	-1	1.2	-11	0.2
13	CCOc1ccc(C2SCC(=O)Nc3c2c(=O)[nH]n3C2CCCCCC2)cc1 (stereo not drawn)	5	0.9	·	0.78	1	-3	1.1	-6	1
14	O=C1/C(=C/c2cc([N+](=O)[O-])ccc2Cl)N2CCC1CC2	2	1	-1	0.59	-12	2	0.9	-2	1.1
15	O=C1C2CCCN2C(c2cccc(Cl)c2)N1c1ccccn1 (stereo not drawn)	5	1	-13	-0.57	13	-1	1.1	4	0.9
16	Nc1ccnn1C1CCNCC1	-7	1.1	6	0.97	-1	3	1.1	2	1
17	CCCCCCOc1ccc(CN2CCN(C)CC2)cc1	-1	1	-1	-0.2	3	-5	1.8	9	1
18	Cc1ccc(C(=O)C2(C)N(O)C(C)C(c3cccs3)=[N+]2[O-])cc1 (stereo not drawn)	56*	0.4	9	-0.68	30	0	0.9	-2	0.7
19	CCOP(=O)(C#CC(C)(C)C)C(C)(O)c1ccccc1 (stereo not drawn)	2	1	-1	0.27	30	17	1.1	1	0.7
20	CCCN(CC#CCOc1ccc(OC)cc1)CCC	15	0.8	3	0.9	19	6	1	9	0.8
21	COc1ccccc1CN1CCN(C(=O)Cc2ccccc2)CC1	32	0.7	·	1.7	68*	·	1.7	·	0.3
22	O=C1CN(C(=O)CN2CCCCC2)C(c2ccccc2)c2cc(Br)ccc2N1 (stereo not drawn)	23	0.8	16*	-0.68	22	-3	1.6	3	0.8
23	O=C(Cn1ncc2c3ccccc3n(Cc3ccc(F)cc3)c2c1=O)N1CCC2(CC1)OCCO2	·	·	-3	-0.59	·	3	·	-1	·
24	COc1cccc(-n2c(-c3ccoc3)nc3ccccc3c2=O)c1	33	0.7	3	-0.61	23	-2	0.9	0	0.8
25	COc1cccc(NC(=O)CN2CC(c3ccccc3)CC2=O)c1 (stereo not drawn)	0	1	-5	·	61*	5	1.4	2	0.4

Ordered by length of the SMILES (descending): part of the list above.
no.	mol	CYP2C9 inh	CYP2C9 activ	EphB4 antag	Pyk2 oligo antag	CYP2C19 inh	PostGolgi yeast	PLAP act	Ecoli WT expand	CYP2C19 act
14	O=C1/C(=C/c2cc([N+](=O)[O-])ccc2Cl)N2CCC1CC2	2	1	-1	0.59	-12	2	0.9	-2	1.1
4	Cc1nn(Cc2ccccc2)c(C)c1C(=O)OCC(=O)NCc1ccco1	70*	0.3	4	-0.59	60*	-2	1.6	-5	0.4
24	COc1cccc(-n2c(-c3ccoc3)nc3ccccc3c2=O)c1	33	0.7	3	-0.61	23	-2	0.9	0	0.8
8	Oc1c(Br)cc(Br)cc1CN1CCN(Cc2ccccc2)CC1	39	0.6	2	-0.91	74*	0	2*	-12	0.3
21	COc1ccccc1CN1CCN(C(=O)Cc2ccccc2)CC1	32	0.7	·	1.7	68*	·	1.7	·	0.3
5	CN1CCc2nc3ccc(F)cc3c(C(N)=O)c2C1	0	1	-2	0.45	-9	-2	1	0	1.1

The results go on:
no.	mol	CYP2C9 inh	CYP2C9 activ	EphB4 antag	Pyk2 oligo antag	CYP2C19 inh	PostGolgi yeast	PLAP act	Ecoli WT expand	CYP2C19 act
26	CN1CCN(c2ccc(NC(=O)Oc3ccccc3)cc2)CC1	7	0.9	5	0.59	0	4	1	6	1
27	Cn1c(=O)cc(SCC(=O)N2CCC3(CC2)OCCO3)c2ccccc21	-105	2.1*	4	0.09	16	4	1.2	9	0.8
28	C(#CCN1CCOCC1)COCc1ccccc1	-3	1	4	0.83	1	5	0.9	-1	1
29	COc1ccc(-c2nc(CSCC(=O)N3CCC4(CC3)OCCO4)c(C)o2)cc1OC	-5	1	-8	2	10	1	1.5	0	0.9
30	CCC(=NCCC1=CCCCC1)c1c(O)[nH]c(=O)[nH]c1=O	11	0.9	1	-0.05	12	0	0.9	-4	0.9
31	O=C(Nc1ccc(Cl)cc1C(=O)c1ccccc1)c1ccccc1	4	1	7	-1.7	2	5	1.2	-13	1
32	CN1CCC(N2CC3CC(C2)c2cccc(=O)n2C3)CC1 (stereo not drawn)	-2	1	·	-0.41	-3	·	1.4	·	1
33	CN1C(=O)/C(=C/c2cccn2-c2ccc3ccccc3c2)C(=O)NC1=S	-2	1	-3	-0.39	-18	98*	0.9	-13	1.2
34	Oc1ccc(/C=N/NP(=S)(c2ccccc2)c2ccccc2)cc1O	99*	0	-2	0.9	90*	-5	0.6	3	0.1
35	CC(=Nc1ccc2c(c1)CCC2)c1c(O)n(C2CCCCC2)c(=O)[nH]c1=O	3	1	-5	-0.92	-7	0	0.9	-9	1.1
36	O=S(=O)(c1ccccc1)N1CCCCC1c1cccnc1 (stereo not drawn)	6	0.9	-6	-0.27	52*	0	1.1	0	0.5
37	COc1cc(/C=N/NP(=S)(c2ccccc2)c2ccccc2)ccc1O	82*	0.2	-4	-0.42	42	-2	0.9	3	0.6
38	O=c1[nH]c(CN2CCNCC2)nc2ccccc12	-22	1.2	-3	0.09	-19	4	1	-9	1.2
39	Cc1ccc2c(c1)CC1(CN2C)C(=O)NC(=O)N(c2ccccc2C)C1=O (stereo not drawn)	32	0.7	-1	0.13	13	-4	1.2	2	0.9
40	O=C(CN1C2CCC1CC(O)(c1cccnc1)C2)Nc1ccc2c(c1)OCO2 (stereo not drawn)	3	1	0	1.2	-13	2	0.9	-5	1.1
41	NCC1(c2ccc3c(c2)OCCO3)CCCC1	8	0.9	-1	0.59	-5	7	0.8	1	1.1
42	COC(=O)C1=C(N)OC(C)=C(C(C)=O)C12C(=O)N(C)c1ccccc12 (stereo not drawn)	17	0.8	·	1.5	-4	·	1.2	·	1
43	CCN(CC)CCCOC(=O)C(OC)(c1ccccc1)c1ccccc1	7	0.9	-2	-0.34	1	-6	1.9	6	1
44	O=C(c1cc(=O)[nH]c2ccc(Br)cc12)N1CCC2(CC1)OCCO2	7	0.9	-12	-0.28	10	-4	1.2	-1	0.9
45	N#CC1=C(N)Oc2c(c(=O)oc3ccccc23)C1c1ccncc1 (stereo not drawn)	96*	0	0	-0.62	57*	2	1	2	0.4
46	CN1CCN(Cc2ccc(Br)s2)CC1	-22	1.2	0	0.32	0	4	0.9	4	1
47	O=C1NC(=O)C2(Cc3ccccc3N3CCCC32)C(=O)N1c1ccccc1 (stereo not drawn)	3	1	·	1.4	7	3	1.2	-9	0.9
48	CCC(=Nc1ccc(OC)cc1OC)c1c(O)n(C)c(=O)n(C)c1=O	10	0.9	4	0.81	10	1	1.6	5	0.9
49	O=C(NC[P+](=O)O)OCc1ccccc1	-9	1.1	4	0.42	4	4	0.9	5	1
50	COc1ccc(Br)cc1CN1CCN(CCO)CC1	26	0.7	-4	1.2	28	11	0.8	6	0.7
51	CCCCN1C(=O)C(C2c3ccccc3C(=O)N2Cc2ccccc2)C(=O)NC1=S (stereo not drawn)	54*	0.5	-3	-1.2	18	12	1.3	7	0.8
52	O=C(COc1ccc(Br)cc1)N1CCN(Cc2ccncc2)CC1	63*	0.4	1	0.57	83*	-1	1.1	-1	0.2
53	CN1CCc2nc(N)c(C#N)c(-c3ccccc3)c2C1	-10	1.1	3	1.2	-11	10	1.2	3	1.1
54	Cc1ccsc1-c1nc(CSCC(=O)N2CCC3(CC2)OCCO3)c(C)o1	1	1	0	-0.42	67*	-1	1.4	3	0.3
55	Cc1cccc(OC(=O)N2CCOCC2)c1	-4	1	·	0.24	14	5	1.1	-5	0.9
56	CCOc1ccc(-n2c(O)c(C=Nc3ccc(N4CCOCC4)cc3)c(=O)[nH]c2=O)cc1	-1	1	0	-1.9	-2	5	1.2	-5	1
57	Fc1ccccc1CCNCc1cccc(Cl)c1Cl	29	0.7	5	1.7	86*	-2	1.1	28	0.1
58	FC(F)(F)c1cccc(-n2nnnc2C2(N3CCOCC3)CCCCC2)c1	26	0.7	-5	-2.3	57*	-8	1	12	0.4

Given with values under each structure: part of the list above
Every second line gives: CYP2C9 inh | CYP2C9 activ | EphB4 antag | Pyk2 oligo antag | CYP2C19 inh | PostGolgi yeast | PLAP act | Ecoli WT expand | CYP2C19 act
30. CCC(=NCCC1=CCCCC1)c1c(O)[nH]c(=O)[nH]c1=O
  11 | 0.9 | 1 | -0.05 | 12 | 0 | 0.9 | -4 | 0.9
31. O=C(Nc1ccc(Cl)cc1C(=O)c1ccccc1)c1ccccc1
  4 | 1 | 7 | -1.7 | 2 | 5 | 1.2 | -13 | 1

Not all compounds are listed; count on the stated rates, not on these rows.
